# AmpC inh detg = inhibitors of E. coli AmpC beta-lactamase with detergent | P00811 | AmpC hydrolysis of nitrocefin, absorbance 480 nm, 0.01% Triton | Potency, µM (highest dose often 114 µM), for the others: at the top dose activity change, negative = inhibition, hits mostly inhibitors | hit rate 0.041% among 370,000 | AID 485294;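 also: potency is read from the fitted curve at half-maximal effect; 0% = no-compound wells and -100% = no-enzyme wells; nearly all actives have a fitted effect of over 25% in size; some results filed as inactive show a strong effect at the top dose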
# Target sequence (P00811 whole entry, looked up): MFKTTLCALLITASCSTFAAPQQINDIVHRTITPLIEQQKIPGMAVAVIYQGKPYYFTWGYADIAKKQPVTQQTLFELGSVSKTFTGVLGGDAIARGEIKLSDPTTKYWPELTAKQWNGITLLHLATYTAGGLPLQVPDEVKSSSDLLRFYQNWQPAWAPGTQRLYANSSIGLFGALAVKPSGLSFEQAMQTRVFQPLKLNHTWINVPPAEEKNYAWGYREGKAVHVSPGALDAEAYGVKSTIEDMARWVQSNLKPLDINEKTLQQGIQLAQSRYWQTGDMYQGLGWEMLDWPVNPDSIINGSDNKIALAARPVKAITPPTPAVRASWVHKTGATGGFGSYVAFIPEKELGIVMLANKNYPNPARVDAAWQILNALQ
#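 AmpC (5.3 nM in the dispensed reagent) in 20 mM phosphate pH 7.0 with 0.01% (detergent screen) or 0.0001% Triton X-100 was preincubated with compounds for 15 min at room temperature. Nitrocefin was then added from an 800 uM solution, and hydrolysis was followed at 480 nm.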
# Sm TGR block = inhibitors of Schistosoma mansoni thioredoxin glutathione reductase; Potency, µM (highest dose often 114 µM), inactives show top-dose activity change, negative = inhibition, most hits filed as inhibitors; Q962Y6; AID 485364; purified TGR, DTNB reduction, TNB absorbance 405 nm; hit rate 3% among 360,000; also: potency is read from the fitted curve at half-maximal effect; nearly all actives have a fitted effect of over 60% in size
#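 First, TGR (20 nM dispensed) and NADPH were mixed with compound. Second, a 15 min room-temperature incubation followed. Third, further NADPH and then DTNB were added to start the reaction. Finally, TNB absorbance was monitored kinetically.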
# AMA1-RON2 inh = AMA1-RON2 (P. falciparum) interaction inhibition; hit rate 0.2% among 360,000; AlphaScreen AMA1-biotinylated RON2 peptide binding; Potency, µM (series often up to 58.2 µM), for inactives: at the top dose activity change, negative = inhibition, actives largely listed as inhibitors;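 also: potency is read from the fitted curve at half-maximal effect; 0% = vehicle wells and -100% = peptide control; nearly all actives have a fitted effect of over 45% in size; some results filed as inactive show a strong effect at the top dose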
#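 AMA1 (3D7) with his tag at 25 nM final met compounds first, then biotinylated RON2 peptide at 25 nM; detection used donor plus acceptor beads, 10 µg/mL apiece, read by AlphaScreen after 30 min at room temperature.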
# AmpC inh no detg = AmpC beta-lactamase inhibition without detergent. P00811. AmpC nitrocefin hydrolysis, absorbance 480 nm, 0.0001% Triton. Potency, µM (top dose mostly 57.1 µM), for the others: at the top dose activity change, negative = inhibition, hits mostly inhibitors. hit rate 0.52% among 330,000. AID 485341;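 also: potency is read from the fitted curve at half-maximal effect; plate controls were no compound for no effect and no enzyme for full effect; nearly all actives have a fitted effect of over 20% in size; some results filed as inactive show a strong effect at the top dose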
#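 20 mM phosphate pH 7.0 + 0.01% (detergent screen) or 0.0001% Triton X-100; 5.3 nM AmpC reagent; cpd preinc 15 min RT; nitrocefin (800 uM stock) to start; A480 q20 s × 4 min; Activity was normalised to no-enzyme and no-compound control wells.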
# FBPA Giardia inh = blocks Giardia fructose-bisphosphate aldolase activity. purified Giardia FBPA. Potency, µM (series often up to 59.6 µM), for the others: at the top dose activity, negative = inhibition, hits mostly inhibitors. hit rate 0.71% among 290,000. AID 2451. A8B2U2; also: potency is read from the fitted curve at half-maximal effect; nearly all actives have a fitted effect of over 55% in size
# Target sequence (A8B2U2 whole entry, looked up): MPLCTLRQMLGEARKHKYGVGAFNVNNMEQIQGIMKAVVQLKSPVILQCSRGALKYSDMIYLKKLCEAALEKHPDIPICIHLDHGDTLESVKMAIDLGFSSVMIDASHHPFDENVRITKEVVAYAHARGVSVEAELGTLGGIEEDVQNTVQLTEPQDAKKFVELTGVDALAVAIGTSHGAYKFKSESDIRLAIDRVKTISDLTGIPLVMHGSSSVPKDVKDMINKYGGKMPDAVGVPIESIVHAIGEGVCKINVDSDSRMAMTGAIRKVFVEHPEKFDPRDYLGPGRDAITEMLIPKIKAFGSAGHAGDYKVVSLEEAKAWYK
#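 Giardia FBPA (40 nM reagent) was preincubated 10 min at RT with compound (up to 57.5 uM final), then substrate plus GAPDH/TPI/NAD/arsenate coupling system with diaphorase/resazurin was added; resorufin fluorescence (525/598 nm) was read after 20 min.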
# HCMV inh = inhibitors of human cytomegalovirus; HFF cells, HCMV-luciferase reporter, 72 h; hits give low values; activity change, negative = inhibition, % at 57.5 µM; hit rate 4.5% among 410,000; AID 1259415; in the data active = activity change below about -60%; inconclusive = no clear call, values can overlap the other calls; inactive = above about -39%
#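 Cell-based, HFFs, 1000 cells/well, 16 h 37C; cpds in DMSO + HCMV-luc, MOI 1 PFU/cell; 72 h 37C; OneGlo luminescence after 5 min RT; norm. to buffer vs Salinomycin 10uM.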
# * = called active by the depositor; ? = inconclusive; nt = no result given; & = joins results of further samples; [ ] = remark or other dose. Unless noted, calls follow the shape of the dose curve; as a rule, active = well fitted curve in the direction sought with a large enough effect; inconclusive = small, poorly fitted or top-dose-only effect, or another doubt; inactive = no such curve, though single readings can be large; an effect the other way counts as inactive or inconclusive. Unless noted, % is scaled to controls: 0 for no effect and ±100 for the full control effect.
# Assay codes: A = AmpC inh detg; B = Sm TGR block; C = AMA1-RON2 inh; D = AmpC inh no detg; E = FBPA Giardia inh; F = HCMV inh
CCOC(=O)[C@H]1[C@H]2COc3ccc(C)cc3[C@@H]2N2C(=O)c3cc(Br)ccc3NC(=O)[C@@]12C
  A: nt	B: nt	C: -13%	D: -37%	E: nt	F: -8
CCCCn1c(N)c(N(CC)C(=O)c2ccc(N3CCCC3=O)cc2)c(=O)[nH]c1=O
  A: -2%	B: -1%	C: -1%	D: 0%	E: nt	F: -27
COCCCN1C(=O)c2[nH]nc(-c3cc(C)cc(C)c3O)c2C1c1ccc(O)c(OC)c1 (centres undefined)
  A: -18%	B: 0%	C: 31%[activator]	D: 100%[activator]	E: 1%	F: -13
COc1ccc(-c2csc(NC(=O)C3CCCO3)n2)cc1 (centres undefined)
  A: 2%	B: 2%	C: -8%	D: -9%	E: -9%	F: -29
CCN(CC)S(=O)(=O)c1ccc(NCCc2ccccn2)nc1
  A: -5%	B: 1%	C: -5%	D: -13%	E: 3%	F: -15
COc1ccc(-c2noc(CCC(=O)O)n2)cc1
  A: ?	B: 0%	C: 3%	D: 10%	E: -1%	F: -28
O=C(NCc1cc([N+](=O)[O-])ccc1O)c1cc(-c2ccncc2)nc2ccccc12
  A: -1%	B: 3%	C: -13%	D: -26%	E: nt	F: 12
CCC(C)Oc1nc2c(c(=O)n(C)c(=O)n2C)n1C (centres undefined)
  A: 0%	B: 5%	C: -3%	D: -7%	E: 2%	F: 6
CCc1ccc(N2C(=O)CC(N3CCN(Cc4ccc5c(c4)OCO5)CC3)C2=O)cc1 (centres undefined)
  A: 6%	B: nt	C: -3%	D: 98%[activator]	E: 1%	F: -26
COc1ccc(-c2cc(C(F)(F)F)n3nc(C(=O)N4CCCCC4)cc3n2)cc1
  A: -2%	B: 9%	C: 3%	D: -2%	E: -3%	F: ?
O=C(NCc1ccco1)C1CCCN1C(=O)Nc1ccccc1 (centres undefined)
  A: 4%	B: 0%	C: -1%	D: -18%	E: 2%	F: -21
COc1ccc2c(c1)c(=O)c(C(=O)c1ccccc1)cn2CC(=O)Nc1ccc2c(c1)OCCO2
  A: -7%	B: -6%	C: nt	D: nt	E: nt	F: -4
Fc1cccc(CSc2ccc(-c3ccco3)nn2)c1
  A: 0%	B: 32µM*	C: 2%	D: -27%	E: -12%	F: 11
O=S(=O)(NCCc1nnc2ccc(SCc3ccc(Cl)cc3Cl)nn12)c1ccccc1
  A: 19%	B: 7%	C: nt	D: nt	E: nt	F: 6
COc1ccc(C(=O)OCC(=O)NCCc2ccc(F)cc2)cc1S(=O)(=O)N1CCOCC1
  A: nt	B: nt	C: 6%[11.6 µM]	D: 8%	E: nt	F: -9
Cc1nc2ncnn2c(C)c1CCC(=O)N1CCN(c2ccc(F)cc2)CC1
  A: -1%	B: -1%	C: nt	D: nt	E: nt	F: 9
O=C(N/N=C/c1ccc2nccnc2c1)c1cccc([N+](=O)[O-])c1
  A: -1%	B: -10%	C: 18%	D: -14%	E: 0%	F: -11
Cc1nnc(SCCC(C)C)[nH]c1=O
  A: -3%	B: -25%	C: 8%	D: -14%	E: -7%	F: -11
COc1ccc(S(=O)(=O)Nc2ccncc2)c(C)c1C
  A: -14%	B: -1%	C: 2%	D: -13%	E: 5%	F: 39
CCN1CCN(c2ccc(S(=O)(=O)N3CCCCC3)cc2NC(=O)/C=C/c2cccc(OC)c2OC)CC1
  A: 8%	B: -2%	C: -26%	D: 194%[activator]	E: -12%	F: 46
Cc1cccc(C(=O)Oc2c(Sc3ccccc3)c(C)nn2C(C)(C)C)c1
  A: 11%	B: 10%	C: nt	D: nt	E: nt	F: 11
CCCCNC(=O)c1c(-c2ccccc2)c(-c2ccccc2)nn(C)c1=O
  A: 2%	B: 0%	C: nt	D: nt	E: nt	F: 5
Cc1ccc(Sc2ncccc2C(=O)O)c(C)c1
  A: ?	B: -9%	C: 21%	D: -19%	E: 4%	F: -16
CCOC(=O)c1[nH]c2ccccc2c1NC(=O)COC
  A: -8%	B: 0%	C: -4%	D: -8%	E: -1%	F: 30
COc1ccc(-n2c(SCC(=O)Nc3ccc(NC(C)=O)cc3)nc3ccccc3c2=O)cc1
  A: -8%	B: 1%	C: 13%	D: 57%	E: 6%	F: 1
COc1ccc(CCNC(=O)c2ccccc2OCc2c(C)noc2C)cc1
  A: -10%	B: -10%	C: -9%[11.6 µM]	D: 0%	E: nt	F: 7
CCn1c(COc2ccccc2OC)nnc1SCC#N
  A: ?	B: 0%	C: 2%	D: -17%	E: 9%	F: 6
O=C1CCC([N+](=O)[O-])C(c2ccc(Cl)cc2Cl)N1 (centres undefined)
  A: ?	B: -6%	C: -6%	D: -5%	E: 5%	F: -11
O=C(CSc1nc(C(F)(F)F)cc(=O)[nH]1)N1CCCCCC1
  A: ?	B: -14%	C: -2%	D: -14%	E: nt	F: 8
COc1ccc(NC(=O)C2=CC(c3ccco3)=NS(=O)(=O)N2C)cc1
  A: -3%&-2%	B: 5%&-11%	C: -2%	D: -45%	E: 1%	F: 17&35

# More compounds:
mol	AmpC inh detg	Sm TGR block	AMA1-RON2 inh	AmpC inh no detg	FBPA Giardia inh	HCMV inh
COc1ccc(S(=O)(=O)CC(=O)c2cc3cccc(C)c3oc2=O)cc1	2%	?	0%	-58%	nt	nt
COc1ccccc1CNC(=O)CN1CCC(NC(=O)c2ccccc2F)CC1	-7%	10%	12%	4%	-6%	30
COc1ccc(C2=NOC(Cn3nc(-c4ccccc4C)cc3C(=O)O)C2)cc1 (centres undefined)	-8%	-16%	18%	-12%	nt	19
COc1cccc(/C=C/c2nc(C#N)c(N3CCCCCC3)o2)c1	6%	0%	nt	nt	nt	-21
CC1CCN(S(=O)(=O)c2ccc3c(c2)oc(=O)n3CC(=O)N2CCCCC2)CC1	-4%	-7%	nt	nt	nt	5
COc1ccc(C(=O)OCC(=O)NCc2ccc3c(c2)OCO3)cc1[N+](=O)[O-]	7%	4%	2%[11.6 µM]	-25%	6%	-24
Cc1ccc(CCNC(=O)c2ccc(CS(=O)(=O)Cc3cccc(C)c3)o2)cc1	1%	-28%	nt	nt	nt	-17
CCCCCOC(=O)C1=C(C)Nc2nnnn2C1c1ccc(OC)c(OC)c1OC (centres undefined)	0%	1%	-12%	30%	-8%	14
CCC(=O)N1CCN(c2ccc(Cl)cc2NC(=O)Cc2ccccc2)CC1	?	4%	2%	-7%	-11%	33

# A section of the results above, for reference:
mol	AmpC inh detg	Sm TGR block	AMA1-RON2 inh	AmpC inh no detg	FBPA Giardia inh	HCMV inh
CCN1CCN(c2ccc(S(=O)(=O)N3CCCCC3)cc2NC(=O)/C=C/c2cccc(OC)c2OC)CC1	8%	-2%	-26%	194%[activator]	-12%	46
Cc1cccc(C(=O)Oc2c(Sc3ccccc3)c(C)nn2C(C)(C)C)c1	11%	10%	nt	nt	nt	11
CCCCNC(=O)c1c(-c2ccccc2)c(-c2ccccc2)nn(C)c1=O	2%	0%	nt	nt	nt	5
Cc1ccc(Sc2ncccc2C(=O)O)c(C)c1	?	-9%	21%	-19%	4%	-16
CCOC(=O)c1[nH]c2ccccc2c1NC(=O)COC	-8%	0%	-4%	-8%	-1%	30
COc1ccc(-n2c(SCC(=O)Nc3ccc(NC(C)=O)cc3)nc3ccccc3c2=O)cc1	-8%	1%	13%	57%	6%	1
COc1ccc(CCNC(=O)c2ccccc2OCc2c(C)noc2C)cc1	-10%	-10%	-9%[11.6 µM]	0%	nt	7
CCn1c(COc2ccccc2OC)nnc1SCC#N	?	0%	2%	-17%	9%	6
O=C1CCC([N+](=O)[O-])C(c2ccc(Cl)cc2Cl)N1 (centres undefined)	?	-6%	-6%	-5%	5%	-11
O=C(CSc1nc(C(F)(F)F)cc(=O)[nH]1)N1CCCCCC1	?	-14%	-2%	-14%	nt	8
COc1ccc(NC(=O)C2=CC(c3ccco3)=NS(=O)(=O)N2C)cc1	-3%&-2%	5%&-11%	-2%	-45%	1%	17&35
COc1ccc(S(=O)(=O)CC(=O)c2cc3cccc(C)c3oc2=O)cc1	2%	?	0%	-58%	nt	nt
COc1ccccc1CNC(=O)CN1CCC(NC(=O)c2ccccc2F)CC1	-7%	10%	12%	4%	-6%	30
COc1ccc(C2=NOC(Cn3nc(-c4ccccc4C)cc3C(=O)O)C2)cc1 (centres undefined)	-8%	-16%	18%	-12%	nt	19
COc1cccc(/C=C/c2nc(C#N)c(N3CCCCCC3)o2)c1	6%	0%	nt	nt	nt	-21
CC1CCN(S(=O)(=O)c2ccc3c(c2)oc(=O)n3CC(=O)N2CCCCC2)CC1	-4%	-7%	nt	nt	nt	5
COc1ccc(C(=O)OCC(=O)NCc2ccc3c(c2)OCO3)cc1[N+](=O)[O-]	7%	4%	2%[11.6 µM]	-25%	6%	-24
